Giardia killer: kills Giardia lamblia. activity change, % at 7.66 µM, hits read low. Giardia lamblia trophozoite viability. actives 0.15% (n = 340,000); in the data active means activity change below about -80%; inconclusive means between about -30% and that limit;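 further: parasites exposed to compound for two days anaerobically before the ATP read; on the % scale 0 is the no-effect control and ±100 the full control effect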
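Trophozoite viability was measured as ATP-dependent luminescence, read 15-30 min after reagent addition. Before that, parasites at 100 cells/well were exposed to compounds for 48 h, anaerobically, at 37 deg C.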
uPA generation: cell surface uPA generation inhibition; cell surface uPA generation assay, qHTS; actives 0.31% (n = 330,000); AID 540303; Potency, µM (highest dose often 38.3 µM), for the others: top-dose activity change, negative = inhibition, usual class: inhibitors; active means well fitted inhibition curve with a large enough effect; inconclusive means small, poorly fitted or top-dose-only effect; inactive means no such curve, though single readings can be large or run the other way; tested in mouse RAW 264.7 cells; further: potency means the concentration at half of the fitted maximal effect; on the % scale 0 is the no-effect control and ±100 the full control effect; nearly all actives have a fitted effect of over 55% in size
KCNH2 3.1 block: blocks the human KCNH2 3.1 channel isoform | AID 720553 | activity change, % (tested at about 1.8 µM) | actives 0.95% (n = 340,000) | U2OS KCNH2 3.1, thallium flux FluxOr; hits give low values;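 active means maximum activity change below -70%; inconclusive means maximum activity change from -70% to -50%; inactive means maximum activity change above -50%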;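 further: thallium influx rate constant from kinetic fluorescence after stimulation buffer; on the % scale 0 is the no-effect control and ±100 the full control effect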
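U2OS cells transduced with KCNH2 3.1 mutant virus (1.77 x 10^8 /mL, 4 h), plated overnight at 37 C, loaded 45 min with FluxOr dye plus Red40 quencher. Thallium flux rate constant from kinetic reads after stimulation buffer, normalised to controls.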
Gal4-VP16 FLuc: counter-screen for ROR gamma inhibitors: Gal4-VP16 reporter; Drosophila S2 Gal4-VP16 UAS-luciferase, luminescence, 20 h; Potency, µM (top dose mostly 53.6 µM), inactives show at the top dose activity, negative = inhibition, most hits filed as inhibitors; actives 3.5% (n = 310,000); AID 2546;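 further: Gal4-VP16 expression switched on by copper sulfate through the metallothionein promoter; potency means the concentration at half of the fitted maximal effect; on the % scale 0 is the no-effect control and ±100 the full control effect; nearly all actives have a fitted effect of over 50% in size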
FLuc modulator: inhibits or activates purified firefly luciferase, miR-21 counter-screen; P08659; purified FLuc, Km substrates, luminescence inhibition; Potency, µM (highest dose often 57.5 µM), for the others: at the top dose activity change, negative = inhibition, hits mostly inhibitors; actives 6.9% (n = 360,000); AID 588342;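 further: potency means the concentration at half of the fitted maximal effect; plate controls were vehicle for no effect and reference inhibitor for full effect; nearly all actives have a fitted effect of over 55% in size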
Target sequence (P08659 whole entry, looked up): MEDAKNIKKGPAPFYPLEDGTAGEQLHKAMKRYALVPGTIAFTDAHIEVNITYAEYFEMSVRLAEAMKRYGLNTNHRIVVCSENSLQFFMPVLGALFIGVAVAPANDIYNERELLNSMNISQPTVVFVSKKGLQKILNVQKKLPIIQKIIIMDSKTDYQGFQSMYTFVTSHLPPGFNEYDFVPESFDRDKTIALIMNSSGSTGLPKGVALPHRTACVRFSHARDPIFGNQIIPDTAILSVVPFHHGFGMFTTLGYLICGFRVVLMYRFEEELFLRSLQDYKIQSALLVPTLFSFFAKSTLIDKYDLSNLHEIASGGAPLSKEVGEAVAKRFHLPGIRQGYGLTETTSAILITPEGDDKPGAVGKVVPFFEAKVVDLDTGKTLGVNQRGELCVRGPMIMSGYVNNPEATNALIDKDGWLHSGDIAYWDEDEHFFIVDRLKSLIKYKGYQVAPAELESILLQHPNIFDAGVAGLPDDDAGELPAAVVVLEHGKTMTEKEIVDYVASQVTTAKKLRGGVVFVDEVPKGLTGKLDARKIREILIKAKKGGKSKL
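Biochemical qHTS of compounds, final roughly 60 µM downward over six points, against 10 nM purified firefly luciferase using Km concentrations of substrates (10 uM D-luciferin, 10 uM ATP) in Tris acetate pH 7.5 buffer; luminescence output.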
Rab9 promoter act: activators of Rab9 promoter; Huh7 Rab9 promoter-luciferase reporter, luminescence, 24 h; Potency, µM (top dose mostly 9.22 µM), for inactives: at the top dose activation, negative = inhibition, actives largely listed as activators; actives 2.8% (n = 320,000); further: potency means the concentration at half of the fitted maximal effect; % of control where 0% means no effect; nearly all actives have a fitted effect of over 60% in size
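Huh7 cells stably carrying Rab9 promoter–luciferase reporter, plated 1500 cells/well, compound added after 2 h and incubated 24 h at 37 °C; luciferase luminescence then read after 10 min with detection reagent.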
NPC1 promoter act: activators of NPC1 promoter | Huh7 NPC1 promoter luciferase reporter, 24 h | Potency, µM (highest dose often 9.22 µM), without a hit: at the top dose activation, actives largely listed as activators | actives 2.4% (n = 320,000) | AID 485313;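 further: potency means the concentration at half of the fitted maximal effect; % of control where 0% means no effect; nearly all actives have a fitted effect of over 60% in size; reporter is driven by a mutant NPC1 promoter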
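In 1536-well qHTS, Huh7 cells harboring an NPC1 promoter–luciferase construct received compound for 24 h; activation was quantified by luminescence following luciferase reagent addition.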
Tb PFK block: blocks T. brucei phosphofructokinase; O15648; T. brucei PFK, ADP-Glo luminescence; Potency, µM (doses to about 57.5 µM), inactives show at the highest dose activity, negative = inhibition, actives largely listed as inhibitors; actives 0.17% (n = 330,000);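 further: potency means the concentration at half of the fitted maximal effect; 0% = uninhibited 1x PFK enzyme wells and -100% = no-enzyme wells; nearly all actives have a fitted effect of over 60% in size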
Target sequence (O15648 whole entry, looked up): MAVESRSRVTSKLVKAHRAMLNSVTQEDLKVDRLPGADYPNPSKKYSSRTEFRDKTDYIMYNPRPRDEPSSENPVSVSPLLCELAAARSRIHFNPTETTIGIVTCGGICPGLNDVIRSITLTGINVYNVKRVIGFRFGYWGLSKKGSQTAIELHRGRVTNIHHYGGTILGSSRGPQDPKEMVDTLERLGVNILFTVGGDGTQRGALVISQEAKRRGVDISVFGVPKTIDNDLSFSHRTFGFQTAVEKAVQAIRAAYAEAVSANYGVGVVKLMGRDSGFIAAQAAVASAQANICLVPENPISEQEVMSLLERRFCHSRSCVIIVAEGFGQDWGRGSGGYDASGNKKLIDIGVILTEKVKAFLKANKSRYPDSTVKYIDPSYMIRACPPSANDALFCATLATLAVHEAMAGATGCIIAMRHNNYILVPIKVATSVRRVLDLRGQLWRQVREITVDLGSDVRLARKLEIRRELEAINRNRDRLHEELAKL
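Luminescent ADP detection (ADP-Glo, two-step: ATP depletion then ADP-to-ATP conversion for luciferase) reported PFK activity after 45 min room-temperature reaction of 1.25 nM enzyme with 0.5 mM F6P and 0.1 mM ATP at pH 8.0.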
RORgamma inh: blocks mouse ROR gamma transcriptional activity; P51450; Drosophila S2 Gal4-RORgamma UAS-luciferase reporter, 20 h; Potency, µM (titrated, usually from 53.6 µM), for the others: top-dose activity change, negative = inhibition, most hits filed as inhibitors; actives 5.4% (n = 310,000); further: potency means the concentration at half of the fitted maximal effect; on the % scale 0 is the no-effect control and ±100 the full control effect; nearly all actives have a fitted effect of over 60% in size
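ROR gamma transcriptional activity was tracked as Gal4-UAS luciferase output in stably transfected Drosophila Schneider cells, with compound added 1 hr before 700 uM copper sulfate induction and a 20 hr ambient-temperature incubation.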
FBPA coupling cs: coupling enzyme interference in Giardia aldolase counter-screen | actives 0.67% (n = 290,000) | coupling enzyme system counterscreen, AmpLite Red fluorescence | activity change, negative = inhibition, % at 58.2 µM, hits read low | AID 2472; in the data active means activity change below about -30%; further: on the % scale 0 is the no-effect control and ±100 the full control effect
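Activity here indicates interference with the coupling reaction, not aldolase inhibition. Compounds at 57.5 uM final met coupling enzymes for 10 min at RT; substrate and AmpLite Red detection followed, with a 525/598 nm fluorescence read after 20 min.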
ELG1 genotoxic: inducers of genotoxicity in HEK293T ELG1-luciferase cells; Potency, µM (doses to about 46 µM), without a hit: at the highest dose activity change, positive = activation, hits mostly activators; actives 1.3% (n = 330,000); HEK293T ELG1-luciferase reporter, luminescence, 16 h; AID 504466; further: potency means the concentration at half of the fitted maximal effect; % of control where 0% means no effect; nearly all actives have a fitted effect of over 60% in size
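Quantitative HTS format in 1536-well plates. HEK293T ELG1-luciferase reporter cells receive test compound and are incubated 16 hr at 37 °C, 5% CO2; ONE-Glo added, 30 min room temperature, then luminescence read.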
An asterisk follows results filed as active; ? = inconclusive; · = not tested or not shown; & = joins results of further samples; [ ] = another dose, or the depositor's remark. Unless noted, the call rests on the fitted dose curve; in most records, active means well fitted curve in the direction sought with a large enough effect; inconclusive means small, poorly fitted or top-dose-only effect, or another doubt; inactive means no such curve, though single readings can be large; an effect the other way counts as inactive or inconclusive.

SMILES	Giardia killer	uPA generation	KCNH2 3.1 block	Gal4-VP16 FLuc	FLuc modulator	Rab9 promoter act	NPC1 promoter act	Tb PFK block	RORgamma inh	FBPA coupling cs	ELG1 genotoxic
Cc1c(NC(=O)Nc2ccc([N+](=O)[O-])cc2)c(=O)n(-c2ccccc2)n1C	3	5%	18	-5%	0%	1%	-4%	2%	19%	-6	0%
Cc1noc(C)c1CSCC(=O)Nc1nnc(CC(C)C)s1	1	-5%	7	0%	5%	0%	1%	0%	-14%	·	0%
CC(=O)Nc1ccc(OCC(O)Cn2c(CO)nc3ccccc32)cc1 (stereo not given)	6	1%	17	-14%	4%	-1%	-5%	-2%	1%	-1	3%
O=S(=O)(NC1CC1)c1ccc(S(=O)(=O)N2CCCC(c3nc(-c4cccnc4)no3)C2)cc1 (stereo not given)	1	-1%	-1	-7%	-4%[2.3 µM]	-6%	1%	1%	-1%	2	-8%
CC(C)CNC(=S)N(CCCO)Cc1cc2cc3c(cc2[nH]c1=O)OCO3	36[activator]	-5%	-4	-12%	5%	-1%	-2%	-11%	?	0	8%
CCNC(=O)CSc1nc2ccccc2c(=O)n1-c1cccc(OC)c1	-6	-6%	5	5%	-1%	-30%[inhibitor]	-4%	-4%	-1%	0	6%
O=C(NC1CC1)C1=C[C@@H](c2ccc(Br)cc2)C[C@@H](OCCCCO)O1	13	-3%	-39	-1%	-15%	-5%	2%	5%	37%	0	2%
O=c1[nH]c2ccc(S(=O)(=O)N3CCCC3)cc2[nH]1	8	2%	-11	6%	2%	-1%	-6%	0%	4%	-1	8%
CN(C)CCN(C(=O)c1ccc2ccccc2c1)c1nc2c(F)cc(F)cc2s1	-2	5%	-7	-8%	-3%	5%	2%	1%	-4%	-1	0%
Cc1cccc(NC(=O)[C@H](Cc2c[nH]c3ccccc23)NC(=O)[C@@H]2Cc3ccccc3CN2)c1	5	0%	-10	-8%	-1%	19%	-2%	4%	9%	-1	-14%
O=C(Cn1nc(-c2ccccc2)c2ccccc2c1=O)Nc1ccc(F)cc1	13	6%	0	4%	-1%	2%	-1%	1%	10%	3	-3%
Cc1nc(SCCc2ccccc2)[nH]c(=O)c1C	-3	-9%	-3	?	0%	14%	1%	0%	-4%	-2	?
CCN(CC)c1nc(N2CCOCC2)nc2ccccc12	-12	12%	12	-18%	-5%	3%	-1%	-6%	7%	2	-1%
Cc1ccc(NC(=O)CCN2CCOCC2)cc1C	0	2%	14	-7%	-5%	-1%	8%	1%	25%	-2	1%
COc1ccc(OC)c(NC(=O)C2C3CC4OC(=O)C2C4C3)c1 (stereo not given)	-12	4%	4	-8%	0%	0%	1%	-1%	-27%	0	3%
O=C(CC(=O)NC1CCCCC1)N/N=C/c1cccc2ccccc12	-6	-3%	-11	-2%	-1%	1%	0%	-9%	41%	1	-1%
O=C(NCC(c1cccs1)N1CCOCC1)c1cc(S(=O)(=O)N2CCOCC2)ccc1F (stereo not given)	-16	1%	3	·	6%	3%	-14%	-2%	·	·	0%
CC1(C)CCc2cc(-c3ccn(S(=O)(=O)c4ccccc4Cl)n3)ccc2O1	-11	-4%	-4	18%	-15%	20%	16%	0%	4%	-7	-2%
Cc1c(NC2=CC(=O)CC(C)(C)C2)ccc([N+](=O)[O-])c1C	?	-5%	-104*	-1%	-2%	-1%	1%	0%	34%	0	1%
O=C(Nc1nc2ccccc2[nH]1)c1ccccc1OC(F)F	?	-5%	17	10µM*	0.95µM*	0.5µM*	0.79µM*	-9%	7.9µM*	-3	?
O=C(c1ccccc1[N+](=O)[O-])n1cnc2ccccc21	9	0%	6	-10%	4%	0%	-2%	4%	-11%	1	-2%
C=CCNC(=S)NNC(=O)c1ccc(Br)cc1	15	-1%	-4	?	1%	-5%	-1%	0%	-25%	1	-1%
COc1ccccc1N(CC(=O)NCCc1ccccc1)C(=O)CCC(=O)Nc1ccccn1	-26	0%	-12	3%	3%	-4%	-6%	0%	41%	1	-8%
CCOc1ccc(C(=O)CCC(=O)NCC(=O)Nc2c(C)cccc2C)cc1	11	18%	11	·	·	0%	0%	0%	·	·	3%
CC(=O)c1ccc(C(=O)N(CCN(C)C)c2nc3c(Cl)cccc3s2)cc1	22	-2%	-16	0%	2%	-1%	-1%	-2%	0%	3	0%
COc1ccc(C(=O)N/N=C(\C)c2cccc(NC(=O)c3ccc(F)cc3)c2)c(OC)c1	-25	-4%	·	-3%	4.3µM*	30%	30%	-8%	?	·	3%
O=C(OCC(=O)N1CCN(C(=O)c2ccco2)CC1)C1=COCCO1	-8	-5%	-2	1%	1%	6%	0%	2%	-12%	2	-2%
O=c1cc(-c2ccccc2Cl)oc2c([N+](=O)[O-])c(O)cc(O)c12	-11	-1%	21	?	-19%	-4%	15%	-4%	?	23&22	-16%
Cc1nnc(SCC(=O)N2CCC(Cc3ccccc3)CC2)n(N)c1=O	-7	-9%	-19	-15%	0%	0%	-1%	-1%	8%	15	2%
Cc1cc(C)c(NC(=O)c2ccc3c(c2)CCN3S(C)(=O)=O)c(C)c1	16	13%	0	-4%	0%	0%	0%	1%	-1%	2	-5%
Cc1nc2ccccc2c(=O)n1/N=C1\C(=O)N(C)c2ccccc21	·	·	·	3%	-15%	-5%	-4%	2%	40%	0	0%
O=C(NNC(=O)c1ccc(Br)cc1)c1ccncc1	-14	-27%	-9	-21%	?	1%	1%	-9%	3%	-10	4%
CCn1c(CNc2ccccc2Cl)nnc1SCCN1CCCCC1	4	6%	-18	-6%	6%	7%	-4%	-1%	-5%	3	14%
CNS(=O)(=O)c1ccc(NC(=O)c2ccoc2C)cc1	10	-1%	23	11%	-6%	18%	5%	-1%	32%	2	3%
O=C(N/N=C/c1ccccc1Cl)c1cccc(F)c1	4	·	0	-2%	4.8µM*	2µM*	2.5µM*	-2%	?	-1	?
COc1ccccc1NC(=O)Nc1nc(CC(=O)N2CCN(c3ccccc3)CC2)cs1	-17	4%	-6	·	?	-3%	-13%	-1%	·	·	-13%
Cc1nc(N2CCN(C(=O)c3cccs3)CC2)c2c3c(sc2n1)CCCC3	20	-2%	6	17%	1%	-2%	-1%	-1%	18%	7	-16%
Cc1ccc(NS(=O)(=O)c2cccc3nsnc23)cc1[N+](=O)[O-]	3	-7%	-4	-13%	2%	5%[1.84 µM]	-4%	2%	-7%	3	-2%
Cc1cccc(N(C(=O)CCC(=O)Nc2cc(C)on2)C(C(=O)NC2CCCC2)c2cccnc2)c1 (stereo not given)	3	0%	18	8%	0%	4%	-3%	-1%	14%	4	1%
COCC(C)n1c(SCc2cc(C(=O)OC)c(C)o2)nc2ccccc2c1=O (stereo not given)	11	1%	-6	-6%	-8%	-6%	-5%	-2%	1%	1	-4%
Cc1cccc(N(C)C(=O)C2CCCN2S(=O)(=O)c2cccc3nsnc23)c1 (stereo not given)	3	-7%	13	-4%	0%	1%	-3%	0%	9%	0	-1%

In a second layout: entries from further up.
The line under a structure holds: Giardia killer	uPA generation	KCNH2 3.1 block	Gal4-VP16 FLuc	FLuc modulator	Rab9 promoter act	NPC1 promoter act	Tb PFK block	RORgamma inh	FBPA coupling cs	ELG1 genotoxic
> Cc1ccc(NS(=O)(=O)c2cccc3nsnc23)cc1[N+](=O)[O-]
    3	-7%	-4	-13%	2%	5%[1.84 µM]	-4%	2%	-7%	3	-2%
> Cc1nc2ccccc2c(=O)n1/N=C1\C(=O)N(C)c2ccccc21
    ·	·	·	3%	-15%	-5%	-4%	2%	40%	0	0%
> O=c1cc(-c2ccccc2Cl)oc2c([N+](=O)[O-])c(O)cc(O)c12
    -11	-1%	21	?	-19%	-4%	15%	-4%	?	23&22	-16%

As entered above:
`Cc1nnc(SCC(=O)N2CCC(Cc3ccccc3)CC2)n(N)c1=O` | Giardia killer: -7
`CCOc1ccc(C(=O)CCC(=O)NCC(=O)Nc2c(C)cccc2C)cc1` | NPC1 promoter act: 0%
`Cc1cccc(N(C(=O)CCC(=O)Nc2cc(C)on2)C(C(=O)NC2CCCC2)c2cccnc2)c1` (stereo not given) | FBPA coupling cs: 4
`Cc1cccc(N(C)C(=O)C2CCCN2S(=O)(=O)c2cccc3nsnc23)c1` (stereo not given) | FLuc modulator: 0%
`O=C(c1ccccc1[N+](=O)[O-])n1cnc2ccccc21` | Gal4-VP16 FLuc: -10%
`O=C(N/N=C/c1ccccc1Cl)c1cccc(F)c1` | Tb PFK block: -2%

Screening results (PubChem BioAssay)
